Screens deposited in PubChem by Sanford-Burnham Center for Chemical Genomics.
APJ agonist: agonists of human apelin receptor APJ, primary screen, CHO-K1 cells, PathHunter beta-arrestin, luminescence; 0% DMSO wells, 100% apelin; P35414; actives 0.11% (n = 330,000); activation, % at 20 µM;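 active = activation more than six SD over the plate average, tested at 20 µM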;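 also: 0% = DMSO alone and 100% = apelin-13 at 10 nM; some results filed as inactive read as strong as hits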
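Material: engineered CHO-K1 APJ arrestin reporter cells; amount: 1000 CHO-K1 reporter cells seeded per well; incubation: compound stimulation 90 min at 25 °C, detection 60 min; signal: luminescent beta-gal fragment complementation, chemiluminescent substrate; read-out basis: APJ agonist activity; controls: DMSO-only wells as negative, 10 nM Apelin-13 as positive control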
ATG4B inh: ATG4B protease inhibitors, primary screen, biochemical, fluorescence, uHTS; Cysteine protease ATG4B (Homo sapiens), Q9Y4P1; ATG4B cleavage of LC3-PLA2, NBD-HPC fluorescence, 1 h; inhibition, % at 8.33 µM; actives 0.51% (n = 340,000); in the data active = inhibition above about 40%
Gli-Sufu antag: Gli-Sufu pathway antagonists, primary screen, luciferase luminescence, Sufu-KO-LIGHT cells, uHTS; actives 0.74% (n = 340,000); Sufu-KO-LIGHT fibroblasts, Gli luciferase reporter luminescence; AID 588413, 2011; inhibition, % at 5 µM;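 active = inhibition above about 55%, limit read from the data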;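 also: 0% = DMSO-treated cells and 100% = wells with medium but no cells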
CCR6 antag: CCR6 receptor antagonists, primary screen, cell-based, CHO-K1, luminescence, beta-arrestin, uHTS; AID 493098, 2011; CHO-K1 CCR6 PathHunter beta-arrestin, CCL20-stimulated; C-C chemokine receptor type 6 (Homo sapiens), P51684; actives 0.49% (n = 340,000); inhibition, % at 20 µM;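 active = compounds whose inhibition of the agonist-driven luminescence signal at 20 µM reaches about 50%, limit read from the data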;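 also: cells stimulated with CCL20 at 14 nM final; plate controls were DMSO with CCL20 for no effect and DMSO without agonist for full effect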
Target sequence (P51684 whole entry, looked up): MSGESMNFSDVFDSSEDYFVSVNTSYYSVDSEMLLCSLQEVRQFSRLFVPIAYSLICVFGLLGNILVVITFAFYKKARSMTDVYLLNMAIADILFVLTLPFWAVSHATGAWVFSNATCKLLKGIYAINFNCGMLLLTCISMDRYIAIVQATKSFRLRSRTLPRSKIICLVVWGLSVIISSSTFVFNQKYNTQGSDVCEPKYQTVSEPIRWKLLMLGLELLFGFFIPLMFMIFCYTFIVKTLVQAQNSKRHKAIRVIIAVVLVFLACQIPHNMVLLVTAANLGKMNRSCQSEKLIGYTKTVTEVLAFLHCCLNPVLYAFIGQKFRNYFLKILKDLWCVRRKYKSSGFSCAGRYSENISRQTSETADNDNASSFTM
APJ antagonist: antagonists of human apelin receptor APJ, primary screen, CHO-K1 cells, beta-arrestin complementation, luminescence; P35414; inhibition, % at 20 µM; actives 0.32% (n = 330,000); AID 2521, 2010;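 active = inhibition above about 40% at 20 µM, limit read from the data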;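 also: cells challenged with 10 nM apelin-13 agonist together with compound; plate controls were apelin-13 plus DMSO wells for no effect and DMSO wells lacking apelin-13 for full effect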
UBC13 polyUb: UBC13 polyubiquitin chain formation inhibitors, primary screen, biochemical, TR-FRET, uHTS. inhibition, % at 20 µM. AID 485273, 2010. Ubiquitin-conjugating enzyme E2 N (Homo sapiens), P61088. actives 0.47% (n = 330,000); in the data active = inhibition above about 45%, passing the limit was not always enough; inconclusive = no clear call, values can overlap the other calls
CXCR6 block: CXCR6 receptor inhibitors, primary screen, cell-based, beta-arrestin, luminescence, CHO-K1 PathHunter, 1536-well; inhibition, % at 20 µM; actives 0.36% (n = 360,000); in the data active = inhibition above about 34%, passing the limit was not always enough;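 also: antagonist mode with CXCL16 agonist at 10 nM final; 0% = 10 nM CXCL16 with DMSO and 100% = unstimulated wells without agonist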
EBI2 block: EBI2 receptor antagonists, beta-arrestin recruitment, primary screen, cell-based, luminescence, 7a,25-OHC stimulation, uHTS. AID 651636, 2012. G-protein coupled receptor 183 (Homo sapiens), P32249. 7a,25-OHC stimulated. actives 0.81% (n = 360,000). inhibition, % at 5 µM; in the data active = inhibition above about 38%;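 also: enzyme fragment complementation signal reports receptor beta-arrestin coupling in cells; 0% = agonist plus DMSO wells and 100% = wells without agonist; some results beyond the cut were filed as inactive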
Target sequence (P32249 whole entry, looked up, the tested form may be a part): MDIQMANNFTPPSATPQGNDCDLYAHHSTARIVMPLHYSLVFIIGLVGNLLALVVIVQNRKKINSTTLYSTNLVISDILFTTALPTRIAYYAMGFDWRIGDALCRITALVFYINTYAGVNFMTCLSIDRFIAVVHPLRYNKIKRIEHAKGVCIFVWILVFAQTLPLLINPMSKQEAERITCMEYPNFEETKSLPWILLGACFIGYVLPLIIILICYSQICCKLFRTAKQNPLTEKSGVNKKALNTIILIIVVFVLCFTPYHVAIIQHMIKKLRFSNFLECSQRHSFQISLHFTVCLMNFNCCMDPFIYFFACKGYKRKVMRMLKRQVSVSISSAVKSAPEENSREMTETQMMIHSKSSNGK
* marks the source's active call; other numbers are inactive results; ? = inconclusive; / = not tested or not shown.

SMILES	APJ agonist	ATG4B inh	Gli-Sufu antag	CCR6 antag	APJ antagonist	UBC13 polyUb	CXCR6 block	EBI2 block
CCOC(=O)N1CCN(C(=O)c2ccc3[nH]c(C)c(C)c3c2)CC1	0	-3	-3	2	4	-7	6	35
Cc1ccc(NC(=O)C2CC=CCC2C(=O)N2CCCCC2)cc1 (centres undefined)	1	-9	1	-2	8	-2	6	-6
CCOC(=O)N1CCN(C(=O)Nc2cccc(Cl)c2)CC1	-6	4	5	-8	6	4	-9	5
Cc1ccc(-n2nc3c(=S)[nH]nc(C)c3c2C)cc1	-6	-4	-17	10	1	?	6	11
CCOc1ccc(/C=N/NC(=O)C2(O)c3ccccc3-c3ccccc32)cc1	0	-8	-2	-21	-6	5	-12	-11
CCC(=O)NC(=S)NNC(=O)c1ccc(O)cc1	-2	3	0	17	-1	86*	19	2
Cn1c(N2CCN(S(=O)(=O)c3ccc(Cl)cc3)CC2)nc2ccccc21	-2	-1	5	5	6	4	-2	7
O=C(C1CC(=O)N(c2ccccc2)C1)N1CCN(c2ccc(F)cc2)CC1 (centres undefined)	3	3	-3	7	3	-4	5	22
O=C(C1CCC(Cn2c(=O)[nH]c3ccccc3c2=O)CC1)N1CCN(c2ccccc2)CC1 (centres undefined)	-2	-9	4	-13	5	-2	3	1
Cc1ccc2c(c1)-c1c(cnn1CC(=O)NC(C)CCc1ccco1)CO2 (centres undefined)	-3	-10	-6	1	18	-8	12	9
CCC(Oc1ccccc1)C(=O)N1CCN(S(=O)(=O)c2ccccc2)CC1 (centres undefined)	-5	-6	-2	6	1	-7	-13	9
CCCN(CCC)CCCNC(=O)c1cc2c(=O)[nH]c3ccccc3c2s1	-3	-2	2	12	1	21	-16	-20
CCc1cccc(CC)c1NC(=S)Nc1ccc2cn[nH]c2c1	-4	-2	3	5	-12	25	1	6
O=C(Nc1cccc2nsnc12)C1CC(=O)N(c2ccccc2)C1 (centres undefined)	-4	-2	3	-12	-20	-6	-20	-4
CC(C)NC(=O)N(C)C[C@H]1Oc2c(NS(=O)(=O)c3ccc(F)cc3)cccc2C(=O)N([C@H](C)CO)C[C@@H]1C	-3	1	-9	1	14	0	-9	-12
CCn1ccnc1CN1CCCC(CO)(Cc2cccc(OC)c2)C1 (centres undefined)	-2	-14	1	-8	-6	0	5	-8
COc1ccc(C(=O)O/N=C(\N)c2ccccn2)c(OC)c1	5	0	-43	-12	-9	-11	-1	-5
Cc1cc(S(=O)(=O)N2CCN(c3ccccn3)CC2)c(C)cc1Cl	-3	9	26	10	22	1	-5	-9
C/C(=N\NS(C)(=O)=O)c1ccccc1	1	0	2	-2	14	-5	4	-11
Cc1ccc(CN2CC(C(=O)Nc3ccc(S(=O)(=O)Nc4cc(C)nc(C)n4)cc3)CC2=O)cc1 (centres undefined)	-3	-2	16	14	17	5	-1	-5

Some of these compounds in order of count of non-hydrogen atoms, descending.
SMILES	APJ agonist	ATG4B inh	Gli-Sufu antag	CCR6 antag	APJ antagonist	UBC13 polyUb	CXCR6 block	EBI2 block
CC(C)NC(=O)N(C)C[C@H]1Oc2c(NS(=O)(=O)c3ccc(F)cc3)cccc2C(=O)N([C@H](C)CO)C[C@@H]1C	-3	1	-9	1	14	0	-9	-12
O=C(C1CC(=O)N(c2ccccc2)C1)N1CCN(c2ccc(F)cc2)CC1 (centres undefined)	3	3	-3	7	3	-4	5	22
CCc1cccc(CC)c1NC(=S)Nc1ccc2cn[nH]c2c1	-4	-2	3	5	-12	25	1	6

The list goes on:
SMILES	APJ agonist	ATG4B inh	Gli-Sufu antag	CCR6 antag	APJ antagonist	UBC13 polyUb	CXCR6 block	EBI2 block
CCCC(O)(c1ccc(OC)cc1)C(CN1CCOCC1)c1ccc(Cl)cc1 (centres undefined)	-2	3	9	13	2	6	10	14
Cc1ccc(NC(=O)C2C3CC4OC(=O)C2C4C3)cc1Cl (centres undefined)	-4	6	-3	24	10	6	2	-5
CC(c1ccco1)N(C(=O)c1ccccc1NS(=O)(=O)c1ccc(Cl)cc1)c1ccccn1 (centres undefined)	-2	4	-1	-4	-1	17	7	0
NS(=O)(=O)c1ccc(NC(=O)CSc2n[nH]c(=O)n2C2CC2)cc1	-3	2	-2	22	31	10	3	-4
COc1cc(C(=O)OCC(=O)Nc2cc(C)on2)cc(OC)c1OC	-5	-7	2	16	2	-6	4	-9
O=C(NNC(=O)C1CCN(c2ncccn2)CC1)c1ccncc1	-3	2	-7	8	8	15	8	-14
Cc1cc(=O)[nH]c2n[nH]c(-c3ccccc3)c12	-1	2	-2	8	13	1	-8	0
COc1ccc(C(=O)/C=C/C(=O)N(CC(=O)NCCC(C)C)Cc2cccs2)c(O)c1	/	-4	-1	85*	/	/	21	11
Cc1oc2cc([N+](=O)[O-])c(O)c([N+](=O)[O-])c2c1C(=O)c1ccc(Cl)cc1	-1	10	6	44	22	-53	37	5
Cc1cc(N2CCOCC2)nc2ccccc12	-2	-3	6	19	11	4	-3	-1
NC1=NC(=O)C2(COC(c3ccccc3Cl)OC2)S1 (centres undefined)	-8	-6	-7	-14	9	-1	4	-3
COc1cccc(N(C(=O)c2nc3nccc(C)n3n2)c2nc3ccccc3s2)c1	-2	-2	-85	6	0	-13	1	3
COc1ccc(C(=O)NCCc2cn3ccc(C)cc3n2)cc1	-3	-7	-10	-2	-8	-18	0	11

In the list so far, 10 contain a halogen:
SMILES	APJ agonist	ATG4B inh	Gli-Sufu antag	CCR6 antag	APJ antagonist	UBC13 polyUb	CXCR6 block	EBI2 block
CCOC(=O)N1CCN(C(=O)Nc2cccc(Cl)c2)CC1	-6	4	5	-8	6	4	-9	5
Cn1c(N2CCN(S(=O)(=O)c3ccc(Cl)cc3)CC2)nc2ccccc21	-2	-1	5	5	6	4	-2	7
O=C(C1CC(=O)N(c2ccccc2)C1)N1CCN(c2ccc(F)cc2)CC1 (centres undefined)	3	3	-3	7	3	-4	5	22
CC(C)NC(=O)N(C)C[C@H]1Oc2c(NS(=O)(=O)c3ccc(F)cc3)cccc2C(=O)N([C@H](C)CO)C[C@@H]1C	-3	1	-9	1	14	0	-9	-12
Cc1cc(S(=O)(=O)N2CCN(c3ccccn3)CC2)c(C)cc1Cl	-3	9	26	10	22	1	-5	-9
CCCC(O)(c1ccc(OC)cc1)C(CN1CCOCC1)c1ccc(Cl)cc1 (centres undefined)	-2	3	9	13	2	6	10	14
Cc1ccc(NC(=O)C2C3CC4OC(=O)C2C4C3)cc1Cl (centres undefined)	-4	6	-3	24	10	6	2	-5
CC(c1ccco1)N(C(=O)c1ccccc1NS(=O)(=O)c1ccc(Cl)cc1)c1ccccn1 (centres undefined)	-2	4	-1	-4	-1	17	7	0
Cc1oc2cc([N+](=O)[O-])c(O)c([N+](=O)[O-])c2c1C(=O)c1ccc(Cl)cc1	-1	10	6	44	22	-53	37	5
NC1=NC(=O)C2(COC(c3ccccc3Cl)OC2)S1 (centres undefined)	-8	-6	-7	-14	9	-1	4	-3
